High-throughput results (PubChem)
V1R ag counter: agonists of human V1a receptor, primary screen, counter-screen for OXTR agonist project, fluorescence, CHO-V1R cells. Vasopressin V1a receptor (Homo sapiens), P37288. Fluo-8 calcium fluorescence, agonist mode; 0% DMSO, 100% 3 nM vasopressin. activation, % at 3 µM. 0.25% of 320,000 active. AID 2797, 2010;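 active = activation above the mean activation of all tested compounds plus 3 SD, per screening run, cut at about 20% in these data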;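 also: signal is peak over basal fluorescence ratio across a 100 second FLIPR read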
DNA FID counter: compounds displacing fluorescent DNA intercalator, primary screen, artefact control for HCV NS3 helicase inhibitor project, biochemical, FID fluorescence | inhibition, % at 7.9 µM | 0.17% of 290,000 active | DNA fluorescent intercalator displacement; in the data active = inhibition above about 37%;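 also: 0% = vehicle and 100% = reference compound; higher means more ethidium bromide displaced from hairpin DNA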
VIM-2 inhibitor: VIM-2 metallo-beta-lactamase inhibitors, primary screen, biochemical, epi-absorbance readout, Pseudomonas aeruginosa enzyme | purified VIM-2, nitrocefin hydrolysis, epi-absorbance fluorescence | inhibition, % at 5.6 µM | 0.89% of 290,000 active;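 active = inhibition above the mean of all tested compounds plus 3 SD, cutoff set per screening run, cut at about 7.5% in these data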;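 also: red hydrolysis product quenches plate fluorescence so inhibitors raise well fluorescence; 0% = enzyme with DMSO and 100% = DMSO without enzyme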
GalR3 antag: GalR3 antagonists in HEK293 cells, primary screen, cell-based, fluorescence readout; inhibition, % at 3 µM; HEK293 GalR3-CNG cAMP membrane potential fluorescence; galR3 body fused to GalR1 C-terminus; 0.44% of 360,000 active;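 active = inhibition above the screen-wide average plus 3 SD, cut at about 13% in these data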;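 also: forskolin and galanin both at EC90 stimulate the cells; cAMP rise reported by CNG channel membrane potential dye signal; 0% = forskolin plus galanin with DMSO and 100% = forskolin alone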
Target sequence (O60755 1-299 limits assumed): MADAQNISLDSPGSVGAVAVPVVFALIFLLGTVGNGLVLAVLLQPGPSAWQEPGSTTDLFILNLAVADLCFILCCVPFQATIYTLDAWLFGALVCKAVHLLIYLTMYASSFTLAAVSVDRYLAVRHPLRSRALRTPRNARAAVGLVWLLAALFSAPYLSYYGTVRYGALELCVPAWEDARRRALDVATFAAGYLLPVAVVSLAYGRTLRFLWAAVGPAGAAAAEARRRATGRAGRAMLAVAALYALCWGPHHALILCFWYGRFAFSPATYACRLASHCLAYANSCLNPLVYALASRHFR
NS3 helicase inh: inhibitors of HCV NS3 helicase, primary screen, biochemical, Cy5 molecular beacon fluorescence; Hepatitis C virus NS3 helicase; inhibition, % at 10.9 µM; NS3 helicase DNA unwinding; AID 1800, 2009; 0.56% of 290,000 active;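 active = inhibition above the mean of all tested compounds plus 3 SD, set per campaign, cut at about 35% in these data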;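 also: 0% = DMSO wells and 100% = thioflavine S control wells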
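Material: hepatitis C virus NS3 helicase domain fragment enzyme; measured by: Cy5 fluorescence, 0 and 60 min reads; control set: DMSO and thioflavine S; incubation: 60 min unwinding reaction at 25 °C after ATP addition; read-out basis: % inhibition from 60/0 min fluorescence ratio, DMSO 0%, thioflavine S 100%; repeats: singlicate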
OXTR ag: human OXTR agonists, primary screen, fluorescence, CHO-OTR cells, Fluo-8 calcium; 0.32% of 320,000 active; AID 2435, 2010; Oxytocin receptor (Homo sapiens), P30559; Fluo-8 calcium fluorescence; normalized: DMSO 0%, oxytocin 100%; activation, % at 3 µM;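 active = activation above the mean of all tested compounds plus 3 SD, cutoff set per screening run, cut at about 20% in these data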;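 also: peak over basal fluorescence ratio from a 100 s FLIPR kinetic read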
Target sequence (P30559 whole entry, looked up): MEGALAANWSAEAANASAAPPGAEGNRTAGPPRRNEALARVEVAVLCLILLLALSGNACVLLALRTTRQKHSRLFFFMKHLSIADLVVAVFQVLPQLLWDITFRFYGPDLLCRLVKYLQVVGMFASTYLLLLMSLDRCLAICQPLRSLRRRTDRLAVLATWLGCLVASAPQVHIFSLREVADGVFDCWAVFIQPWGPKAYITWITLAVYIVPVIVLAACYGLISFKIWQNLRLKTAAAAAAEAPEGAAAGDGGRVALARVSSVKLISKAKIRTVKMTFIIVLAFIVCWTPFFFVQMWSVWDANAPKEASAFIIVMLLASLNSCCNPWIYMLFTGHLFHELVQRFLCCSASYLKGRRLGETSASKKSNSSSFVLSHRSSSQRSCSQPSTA
GPR7 antagonist: GPR7 receptor antagonists, primary screen, cell-based, fluorescence, single concentration; Neuropeptides B/W receptor type 1 (Homo sapiens), P48145; inhibition, % at 4.4 µM; GPR7-expressing cells, fluorescence antagonist assay; 1.1% of 290,000 active; AID 1861, 2009; in the data active = inhibition above about 16%, passing the limit was not always enough;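 also: cells stimulated with the agonist NPW; 0% = agonist with vehicle and 100% = vehicle without agonist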
IMP-1 inhibitor: IMP-1 metallo-beta-lactamase inhibitors, primary screen, biochemical, epi-absorbance readout, Pseudomonas aeruginosa enzyme; metallo-beta-lactamase IMP-1 (Pseudomonas aeruginosa); purified IMP-1, nitrocefin hydrolysis, epi-absorbance fluorescence; inhibition, % at 5.6 µM; 0.45% of 290,000 active; AID 1556, 2009;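 active = inhibition above the mean plus 3 SD of all compounds in the same screening run, cut at about 4.5% in these data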;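 also: 0% = IMP-1 with DMSO and 100% = DMSO wells lacking enzyme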
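System: purified recombinant IMP-1 beta-lactamase. Medium: Zinc- and detergent-supplemented HEPES buffer, pH 7.1. Compound: one 5.6 µM dose […]. Schedule: 15 min preincubation plus 25 min reaction at 25 °C. Technique: Epi-absorbance fluorescence, 480 nm excitation, 530 nm emission.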
PHOSPHO1 inh: PubChem AID 1565; recombinant PHOSPHO1, absorbance phosphatase assay; inhibition, % at 13.3 µM; 1.1% of 290,000 active; Phosphoethanolamine/phosphocholine phosphatase (Homo sapiens), Q8TCT1; in the data active = inhibition above about 60%
Target sequence (Q8TCT1 whole entry, looked up): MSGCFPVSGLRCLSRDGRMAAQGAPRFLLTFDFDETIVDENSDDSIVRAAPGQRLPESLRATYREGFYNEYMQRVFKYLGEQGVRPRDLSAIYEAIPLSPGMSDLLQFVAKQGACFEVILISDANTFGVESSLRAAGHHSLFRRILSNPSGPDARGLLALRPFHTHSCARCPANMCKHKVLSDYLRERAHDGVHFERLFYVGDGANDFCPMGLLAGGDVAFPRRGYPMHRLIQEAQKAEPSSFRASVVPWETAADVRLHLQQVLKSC
* hit, by the source's call; nt = not tested or not shown. Outcome played no part in choosing rows; overall some 4.3% were active at least once.

SMILES	V1R ag counter	DNA FID counter	VIM-2 inhibitor	GalR3 antag	NS3 helicase inh	OXTR ag	GPR7 antagonist	IMP-1 inhibitor	PHOSPHO1 inh
Cc1ccc(Nc2nc(CSc3n[nH]c(N)n3)cs2)cc1	0.0	-5	-5.3	4	-8	-1.4	-13	-4.9	38
COc1ccc(C(=O)Nc2cc(C)cc(C)c2)cc1S(=O)(=O)N1CCOCC1	-0.5	-19	-1.9	-6	-8	-1.5	-6	-2.1	2
CCOC(=O)c1c(-c2ccc(OC)cc2)csc1NC(=O)CSc1nnc(C)c(=O)[nH]1	-0.3	-42	3.5	1	6	-1.9	-8	1.0	24
C/C=C/C=N/Nc1nc(C)cc(=O)[nH]1	0.5	2	-1.7	4	5	0.3	-3	-0.8	27
O=C(CSc1nnc2sc3ccccc3n12)NCc1ccco1	-0.5	1	1.2	-5	9	-0.1	5	-3.3	22
COc1cccc(-c2nc(CS(=O)(=O)CC(=O)NCCc3ccccc3)c(C)o2)c1	3.6	-51	-0.2	-1	-7	2.4	-18	-2.5	16
O=C(NCCCN1CCOCC1)c1nn2c(C(F)(F)F)cc(-c3ccco3)nc2c1Cl	-0.1	-2	12*	-5	7	0.1	-3	-1.5	40
NS(=O)(=O)c1ccc(NC(=O)COC(=O)CCC2CCCCC2)cc1	0.9	-5	-2.4	-10	2	1.4	-12	-3.1	14
CCOc1ccc(-n2c(=O)cc(N3CCN(c4ccccc4)CC3)[nH]c2=O)cc1	0.7	-8	1.1	-5	-2	-1.2	-8	-2.5	12
CCc1ccc2[nH]c(=O)c(CN(CCN(C)C)C(=O)Nc3ccccc3OC)cc2c1	0.9	9	1.6	-6	-9	0.3	-8	-2.6	-15
Cc1csc2ncc(C(=O)Nc3ccc(C(F)(F)F)cc3)c(=O)n12	0.8	-1	-0.6	0	5	0.6	-4	-4.6	-6
CSc1ccc(CN(C)C(=O)CNC(=O)c2sc3ccccc3c2Cl)cc1	1.5	-23	-0.5	6	-15	-0.9	-12	-2.2	34
O=C(Oc1cc2oc(=O)c3c(c2cc1Cl)CCCC3)c1ccco1	2.2	0	3.7	-2	4	1.5	-9	-1.4	16
COc1ccc(-n2c(C)nnc2SCC(=O)NC2CC2)cc1	0.2	-3	2.5	-3	-16	0.3	-2	-1.4	31
Cc1cc(NC(=O)CSc2nncn2N)no1	0.3	-1	-1.9	-7	-1	0.8	-17	-2.1	-17
COc1ccc(OC)c(N2CC(O)(c3ccccc3)[N+]3=C2SCCC3)c1 (stereo unspecified)	0.3	7	1.1	3	2	0.6	-2	-0.6	-27
O=C(C[n+]1ccncc1)c1ccccc1	0.2	7	2.3	-10	-1	-0.5	-15	-1.0	34
COc1cccc(CN2CC(C(=O)NCCCCc3ccccn3)CCC2=O)c1 (stereo unspecified)	nt	-30	-3.6	-4	-6	nt	-15	-2.2	18
Cc1ccc(C)n1-c1ccccc1N1CCCCC1	-1.1	-6	0.3	5	-4	0.7	8	-0.1	63*
COn1c(=O)c(-c2cccc(Br)c2)[n+]([O-])c2ccccc21	-0.5	3	-1.5	-11	-5	-1.0	0	-1.9	19
CCNc1nc(NCC)n2c(SCC(=O)Nc3ccc(F)cc3[N+](=O)[O-])nnc2n1	0.1	-10	-1.9	-2	4	-0.6	-4	-0.6	34
CCC(C)NC(=O)c1cn(CCOC)c(=O)c2c1c1ccccc1n2C (stereo unspecified)	0.1	-28	-1.7	-9	-3	-1.6	-4	-1.9	20
Cc1ccc(C(=O)Nc2ccccc2C(=O)N2CCCC(C)C2)cc1 (stereo unspecified)	-0.5	-14	-1.9	0	4	-2.0	-13	-2.1	-2
Clc1cccc(CSc2nccn2-c2ccccc2)c1	-0.5	-11	-1.2	-1	-7	-0.9	-11	-2.3	33
CC1CN(c2ncnc3c2cnn3-c2ccc(Cl)cc2)CC(C)O1 (stereo unspecified)	0.1	-1	-3.6	3	-5	1.0	-13	-0.7	-5
COc1ccc(CNC(=O)[C@H](C)NC(=O)C2CC(=O)N(c3ccc4c(c3)OCO4)C2)cc1 (stereo partly specified)	-0.3	-16	0.1	-7	-2	-0.5	-3	-1.5	24
Cc1ccc(Nc2nc(CSc3nnnn3-c3ccccc3)cs2)cc1	-0.5	-10	-2.7	-3	0	-1.9	-3	-4.3	-12
O=C(O)C1C2C=CC(C2)C1C(=O)Nc1ccc2c(c1)OCCO2 (stereo unspecified)	-0.1	2	0.8	nt	-20	0.0	-7	-2.8	-16
CCOc1ccc(N(CC(=O)Nc2c(C)cccc2C)S(=O)(=O)c2c(C)[nH]c(=O)[nH]c2=O)cc1	0.0	-35	-0.7	4	-2	-0.5	-7	0.8	47
CCNC(=O)CSc1nc2sccc2c(=O)n1-c1ccccc1	-0.1	-9	1.2	-8	20	-1.1	-2	-0.2	36
Cc1c(C)n(Cc2ccc(F)cc2)c2ccc(C(=O)NCCN3CCOCC3)cc12	2.2	-1	-1.2	1	-59	2.9	2	-4.1	3
O=C(Nc1ccccc1F)C1CCN(S(=O)(=O)c2cccc3nonc23)CC1	6.5	1	0.9	-3	-7	4.6	9	0.7	31
Cc1ccccc1-n1ncc2c1CC(C)(C)CC2NC(=O)c1snnc1C (stereo unspecified)	-0.5	-41	-0.5	-8	3	-1.3	-4	-2.3	8
CO/N=C/C(C#N)c1ncc(C(F)(F)F)cc1Cl (stereo unspecified)	1.9	-3	-0.1	nt	-4	6.5	-11	-4.3	3
COC(=O)c1ccc(NC(=O)C2CCCN2C(=O)Nc2cccc(C(C)=O)c2)cc1 (stereo unspecified)	nt	-11	-1.5	-9	4	nt	-15	-1.6	31
Cc1cccc(C)c1OCC(=O)N=Nc1c(O)[nH]c2ccc(Br)cc12	0.1	-2	-2.3	-2	-4	0.0	8	-1.0	6
CN1CCN(C(=O)C23CCC(C)(c4nc5ccccc5nc42)C3(C)C)CC1 (stereo unspecified)	0.1	0	-2.1	-1	1	1.2	-6	-0.7	-9
Cc1c(C(=O)N(C)CCc2cnn(C)c2)oc2c(F)cccc12	0.2	-22	-1.3	-2	3	-0.8	-12	-1.5	17
O=C(COc1cccc(C(F)(F)F)c1)N1CCN(c2ccc(O)cc2)CC1	3.0	-15	-5.1	-4	11	4.1	-5	-4.3	21
CCOc1ccc(S(=O)(=O)N2CCOCC2)cc1NC(=O)CSCC(=O)Nc1cccc(C)c1	0.9	-45	-3.3	-4	2	-1.0	-11	-2.5	29
CN(NC(=O)c1ccccc1)c1nc2ccccc2nc1C(F)(F)F	0.0	-1	0.7	-2	1	0.7	-5	-3.7	-2
CCOC(=O)N1CCN(c2cc3[nH]c(=S)[nH]c3cc2F)CC1	-0.2	-7	-4.2	-5	-1	-1.2	-4	-4.8	57
N#Cc1c(N)nc2c(c1N)CC(COc1ccccc1)O2 (stereo unspecified)	-0.1	-4	-2.9	5	4	0.1	-2	-2.2	17
Cc1ccc(S(=O)(=O)NCC2(c3ccccc3)CCN(C)CC2)cc1	nt	3	-1.8	-12	-6	nt	-8	-2.1	44
COc1ccc(C(=O)NC(CC(=O)O)c2cc([N+](=O)[O-])ccc2Cl)cc1 (stereo unspecified)	1.8	-4	-1.7	2	0	1.1	-12	-2.9	22
COCC(=O)Nc1ccc(S(=O)(=O)NCC2CCCO2)cc1 (stereo unspecified)	1.4	-2	-2.1	-10	-2	1.3	-15	-3.6	14
COc1ccc(NC(=O)CC2C(=O)N(c3cccc(OC)c3)C(=O)N2Cc2ccco2)cc1 (stereo unspecified)	0.4	-6	-0.5	nt	-3	0.6	-14	-2.2	33
O=C(NCc1ccncc1)c1ccc(Cl)c(S(=O)(=O)N2CCOCC2)c1	0.4	-3	0.8	-4	-3	2.2	3	0.5	24
CCOc1ccccc1NC(=O)C(CC)Sc1nc2ccsc2c(=O)n1CCC(=O)O (stereo unspecified)	-0.3	-35	-0.6	-5	7	-0.7	-7	0.8	33
CNC(=O)Cn1nc(-c2ccc(C)c(S(=O)(=O)N(C)C)c2)c2ccccc2c1=O	0.4	-13	-4.9	-4	-3	1.3	-12	2.7	-5
COc1ccc2cc(C(N)=O)/c(=N/NC(=O)c3ccco3)oc2c1	0.3	-14	0.1	0	-2	-0.4	-7	-2.1	17
Cc1ccc(CNC(=O)C(C(=O)NCc2ccc(C)o2)c2ncc(C(F)(F)F)cc2Cl)o1	-1.1	-11	2.4	-2	23	-2.1	2	0.1	-33
O=C(COC(=O)CC(NC(=O)c1ccccc1Cl)c1ccccc1)Nc1cccc(F)c1 (stereo unspecified)	1.0	-17	-3.4	-6	-4	2.0	0	-4.1	-4

Of the compounds above, 8 have two or more sulfur atoms.
SMILES	V1R ag counter	DNA FID counter	VIM-2 inhibitor	GalR3 antag	NS3 helicase inh	OXTR ag	GPR7 antagonist	IMP-1 inhibitor	PHOSPHO1 inh
Cc1ccc(Nc2nc(CSc3n[nH]c(N)n3)cs2)cc1	0.0	-5	-5.3	4	-8	-1.4	-13	-4.9	38
CCOC(=O)c1c(-c2ccc(OC)cc2)csc1NC(=O)CSc1nnc(C)c(=O)[nH]1	-0.3	-42	3.5	1	6	-1.9	-8	1.0	24
O=C(CSc1nnc2sc3ccccc3n12)NCc1ccco1	-0.5	1	1.2	-5	9	-0.1	5	-3.3	22
CSc1ccc(CN(C)C(=O)CNC(=O)c2sc3ccccc3c2Cl)cc1	1.5	-23	-0.5	6	-15	-0.9	-12	-2.2	34
Cc1ccc(Nc2nc(CSc3nnnn3-c3ccccc3)cs2)cc1	-0.5	-10	-2.7	-3	0	-1.9	-3	-4.3	-12
CCNC(=O)CSc1nc2sccc2c(=O)n1-c1ccccc1	-0.1	-9	1.2	-8	20	-1.1	-2	-0.2	36
CCOc1ccc(S(=O)(=O)N2CCOCC2)cc1NC(=O)CSCC(=O)Nc1cccc(C)c1	0.9	-45	-3.3	-4	2	-1.0	-11	-2.5	29
CCOc1ccccc1NC(=O)C(CC)Sc1nc2ccsc2c(=O)n1CCC(=O)O (stereo unspecified)	-0.3	-35	-0.6	-5	7	-0.7	-7	0.8	33
